Screening results: PubChem, Sanford-Burnham Center for Chemical Genomics
UBC13 inh = inhibitors of human UBC13 polyubiquitin chain formation; 0.47% of 330,000 active; TR-FRET; inhibition, % at 20 µM; P61088; in the data active = inhibition above about 45%, passing the limit was not always enough; inconclusive = no clear call, values can overlap the other calls
APOBEC3G inh = blocks human APOBEC3G single-stranded DNA deamination; AID 493012; recombinant A3G, ssDNA deamination FAM/TAMRA fluorescence; Q9HC16; 0.28% of 330,000 active; inhibition, % at 20 µM;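 active = inhibition of at least 40% at 20 µM, with no more than 30% in the related APOBEC3A deaminase screen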;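 also: plate controls were DMSO wells with A3G for no effect and wells lacking A3G enzyme for full effect; some compounds called inactive have numbers as strong as hits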
Target sequence (Q9HC16 whole entry, looked up): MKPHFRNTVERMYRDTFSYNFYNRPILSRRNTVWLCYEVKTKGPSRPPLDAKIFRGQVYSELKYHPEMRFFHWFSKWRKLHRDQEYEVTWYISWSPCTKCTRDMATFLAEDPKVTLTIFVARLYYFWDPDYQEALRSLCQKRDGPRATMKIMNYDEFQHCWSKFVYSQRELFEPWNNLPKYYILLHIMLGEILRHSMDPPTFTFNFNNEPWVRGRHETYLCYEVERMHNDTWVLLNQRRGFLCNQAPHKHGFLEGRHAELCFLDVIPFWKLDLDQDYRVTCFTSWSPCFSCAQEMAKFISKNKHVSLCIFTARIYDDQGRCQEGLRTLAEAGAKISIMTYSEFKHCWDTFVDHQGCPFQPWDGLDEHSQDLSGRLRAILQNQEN
SENP8 block-1 = blocks the human protease SENP8. Q96LD8. purified SENP8, Z-RLRGG-aminoluciferin cleavage, luminescence. inhibition, % at 10 µM. 1.2% of 330,000 active. AID 2540; in the data active = inhibition above about 50%
Target sequence (Q96LD8 whole entry, looked up): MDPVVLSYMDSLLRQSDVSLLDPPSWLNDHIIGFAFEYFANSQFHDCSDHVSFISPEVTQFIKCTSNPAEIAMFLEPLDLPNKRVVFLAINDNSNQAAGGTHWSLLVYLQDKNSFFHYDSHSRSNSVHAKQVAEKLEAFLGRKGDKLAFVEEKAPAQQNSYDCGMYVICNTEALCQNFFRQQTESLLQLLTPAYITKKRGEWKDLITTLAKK
SENP7 block = blocks the human protease SENP7 | inhibition, % at 5 µM | AID 434973 | Q9BQF6 | 1.5% of 330,000 active | recombinant SENP7, Z-RLRGG-aminoluciferin luminescence, 40 min;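 active = inhibition above about 50% at the single test dose, limit read from the data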;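 also: plate controls were DMSO with enzyme for no effect and no enzyme buffer wells for full effect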
Target sequence (Q9BQF6 706-1050 limits assumed): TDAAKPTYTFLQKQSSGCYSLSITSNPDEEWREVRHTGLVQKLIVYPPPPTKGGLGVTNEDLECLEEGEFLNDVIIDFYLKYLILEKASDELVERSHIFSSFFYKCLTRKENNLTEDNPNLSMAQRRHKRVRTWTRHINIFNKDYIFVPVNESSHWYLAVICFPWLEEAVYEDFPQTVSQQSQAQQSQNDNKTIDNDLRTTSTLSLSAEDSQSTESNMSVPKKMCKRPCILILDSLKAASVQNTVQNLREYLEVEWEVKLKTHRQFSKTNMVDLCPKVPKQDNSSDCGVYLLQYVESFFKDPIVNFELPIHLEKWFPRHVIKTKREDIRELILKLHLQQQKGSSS
SENP1 inh = SENP1 (human) catalytic domain inhibition; Q9P0U3; recombinant SENP1 catalytic domain, CyPet-SUMO1-YPet FRET cleavage; inhibition, % at 10 µM; 0.21% of 360,000 active;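 active = inhibition at least 30% at 10 µM, raw YFP signal under a set limit, fluorescence ratio 0.5 to 1.5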;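 also: 0% = enzyme with DMSO and 100% = no enzyme wells; some results filed as inactive read as strong as hits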
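Material: hSENP1 catalytic domain, recombinant; medium: Tris pH 8 with BME, BSA, NP40 and catalase; compound: single concentration of 10 µM compound, 0.5% DMSO final; technique: FRET read of cyan and yellow fluorescence; timing: 50 min enzyme reaction, room temperature, light-protected; reagent: SFCypet-SUMO1-SFYpet substrate at 25 nM; control set: no-enzyme low, enzyme-DMSO high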
SENP8 block-2 = inhibitors of human SENP8 protease; Q96LD8; recombinant SENP8, Nedd8 substrate fluorescence; inhibition, % at 20 µM; 0.64% of 360,000 active; AID 602440; in the data active = inhibition mostly above about 40%, no sharp cut-off; inactive = mostly below about 27%
SENP6 block = inhibitors of human SENP6 protease | Recombinant SENP6 catalytic domain, aminoluciferin luminescence | inhibition, % at 10 µM | 1.8% of 330,000 active | AID 2599;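 active = inhibition above about 50% at the single tested dose, limit read from the data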;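 also: plate controls were DMSO wells with enzyme for no effect and DMSO wells lacking enzyme for full effect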
Apaf-1 inh = human Apaf-1 inhibition; 0.71% of 330,000 active; reconstituted apoptosome caspase-3 activity, DEVD-Rh110 fluorescence; O14727; AID 489030; inhibition, % at 20 µM; active = inhibition of at least 40% at 20 µM;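 also: plate controls were DMSO wells for no effect and DEVD-CHO caspase inhibitor wells for full effect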
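Assay system: Apoptosome proteins | Medium: pH 7.5 Hepes buffer with CHAPS, BSA, DTT | Also added: Cytochrome c and DEVD-Rh110 substrate | Times: 30 min plus 50 min, RT | Detection: Rhodamine 110 fluorescence at Ex 480/Em 540 nm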
The depositor's hits bear a star; u = inconclusive; x = no result given.

SMILES | UBC13 inh | APOBEC3G inh | SENP8 block-1 | SENP7 block | SENP1 inh | SENP8 block-2 | SENP6 block | Apaf-1 inh
Cc1ccc(C)n1-c1ccc(C(=O)N2CCOCC2)cc1 | -10 | -5 | -9 | -2 | 2 | 2 | -2 | -6
Cc1ccc(NC(=O)CN2CCN(CCN=CC3=C(O)CC(c4ccccc4)CC3=O)CC2)cc1 (stereo unspecified) | 9 | 0 | 4 | -2 | -1 | 8 | -8 | 7
CCC(CO)n1c(=S)[nH]c2cc(OC)c(OC)cc2c1=O (stereo unspecified) | -1 | -2 | 6 | 8 | 0 | 6 | -2 | -4
C[C@@H]1CN([C@@H](C)CO)C(=O)Cc2cc(NC(=O)Nc3cccc4ccccc34)ccc2O[C@@H]1CN(C)Cc1ccc(C(F)(F)F)cc1 | 0 | -6 | 1 | 0 | 1 | -133 | 4 | 16
Cc1ccc(NC(=O)c2nc(C)n(-c3ccc([N+](=O)[O-])cc3)n2)cc1 | -6 | -6 | 5 | 4 | 1 | 33 | -5 | -1
C/C(=N/NC(=O)c1nnn(-c2nonc2N)c1COc1ccccc1)c1ccc(O)cc1 | -18 | -4 | -1 | -14 | -3 | 3 | -2 | 2
Cc1ccc(S(=O)(=O)N2CCOCC2)cc1NC(=O)CNCc1ccc(Cl)cc1Cl | 8 | -4 | -12 | -12 | -1 | 18 | -8 | 9
CCC(C)N(C(=O)CSc1nc2ccc(OC)cc2[nH]1)C1CCS(=O)(=O)C1 (stereo unspecified) | 4 | -5 | 3 | -7 | -2 | 12 | -14 | 1
CN(CC(=O)Nc1ccncc1)S(=O)(=O)c1ccc(Cl)cc1 | 4 | -4 | 0 | -3 | 1 | 14 | 0 | -19
O=C(OCC#CCSc1nnc(-c2cccc3ccccc23)o1)c1ccc(Br)cc1 | 21 | -7 | 4 | 4 | 0 | -82 | 4 | 9
CC(=O)Nc1ccc(NC(=O)C(C)OC(=O)CCSc2ccccc2Cl)cc1 (stereo unspecified) | -12 | -3 | -10 | 2 | 3 | 5 | 0 | 1
CSC(C(=O)c1cc2ccccc2o1)c1ccccc1 (stereo unspecified) | 5 | 2 | 1 | 15 | -72 | -25 | -7 | 16
COC(=O)c1ccc(-c2ccco2)n1Cc1nc(-c2ccc(OC)c(OC)c2)oc1C | 5 | -1 | -4 | 5 | -1 | -42 | -7 | 9
CC1CCN(C(=O)c2cc(N3C(=O)C4C5CCC(C5)C4C3=O)ccc2Cl)CC1 (stereo unspecified) | -11 | 1 | 0 | 2 | x | x | 23 | -3
CC1CCN(S(=O)(=O)c2nnc(NC(=O)c3ccccc3Br)s2)CC1 | 1 | -1 | 17 | 1 | 2 | -20 | 7 | 5
COCCn1c(C2CCCCC2)nc2sc3ccccc3c(=O)c2c1=O | 1 | -7 | -12 | -9 | 0 | 21 | -9 | 19
CCS(=O)(=O)c1nc(S(=O)(=O)c2ccc(C)cc2)c(NCCCn2ccnc2)s1 | -3 | -3 | 0 | -2 | 1 | 9 | 7 | -8
O=C(NNS(=O)(=O)c1ccc(F)cc1)c1cccc(O)c1 | -4 | -3 | -14 | 9 | -1 | 35 | -18 | 5
Cn1c(=O)c2cc(S(=O)(=O)N3CCC(c4ccccc4)CC3)ccc2n(C)c1=O | 0 | -10 | 4 | 4 | 1 | 13 | -35 | 10
COc1ccc(-n2cnc3cc(NS(=O)(=O)c4ccc(C)cc4)ccc32)cc1 | -9 | 1 | -10 | 0 | -1 | 8 | -8 | 27
c1ccc(Nc2nc(-c3ccccc3)ns2)cc1 | 10 | 0 | 60* | 83* | -1 | 10 | 77* | 12
Cc1ccc(-c2noc(CN3CCN(c4ccccc4F)CC3)n2)cc1 | 12 | 7 | -8 | 7 | -1 | 12 | -6 | 20
CCCCn1nnnc1SCC(=O)N1CCOCC1 | 0 | -5 | -7 | -30 | 0 | 18 | -11 | -4
CCc1ccccc1NC(=S)N(Cc1cccnc1)Cc1ccco1 | 6 | -5 | -2 | -1 | 0 | 22 | -5 | -4
Cc1ccc(N(CC(=O)O)C2SC(=O)NC2=O)cc1 (stereo unspecified) | 3 | -1 | 4 | 1 | 4 | 19 | -10 | -11
SMILES | UBC13 inh | APOBEC3G inh | SENP8 block-1 | SENP7 block | SENP1 inh | SENP8 block-2 | SENP6 block | Apaf-1 inh
CCOc1ccc(NC(=O)CCNC(=O)Cn2ccc3ccccc3c2=O)cc1 | 4 | -9 | -2 | 0 | 8 | -8 | -18 | -9
O=C(c1ccc2c(Cl)c3c(nc2c1)CCCC3)N1CCC(N2CCCCC2)CC1 | 13 | -1 | 0 | 6 | -2 | 8 | 7 | 18
Cc1cc(NC(=O)C(C)SCC(=O)N(C)CC(=O)Nc2ccccc2Br)no1 (stereo unspecified) | 0 | 1 | -1 | 5 | 1 | 12 | 3 | 5
CCCCN(C(=O)COC(=O)CSc1ccc([N+](=O)[O-])cc1)c1c(N)n(CCC)c(=O)[nH]c1=O | -2 | -11 | 7 | 3 | 5 | 16 | 2 | 1
Cc1ccc(-c2c[n+]3c(n2-c2ccccc2)SCC3)cc1 | 4 | 2 | -1 | -1 | -1 | 8 | -32 | 3
O=C(COC(=O)CCC(=O)c1ccc(F)cc1)NC1CCCCC1 | 5 | -3 | 5 | -4 | 5 | 16 | -6 | -3
CN(CC(=O)Nc1ccc(F)cc1)C(=O)Cn1cnc2ccc([N+](=O)[O-])cc2c1=O | -1 | -4 | 1 | 4 | -2 | 2 | -17 | -3
COC(=O)Cn1c(=O)c2c(n(Cc3ccccc3)c1=O)N/C(=C/c1ccc(OC)cc1)C2=O | 1 | -3 | -1 | 4 | -36 | -380 | -8 | 6
Cc1cc(=S)[nH]c(=S)[nH]1 | u | -2 | -4 | 11 | -1 | 16 | 7 | -1
CCN(CC(=O)Nc1ccccc1OC)C(=O)CC1CCCC1 | 1 | -3 | 7 | -3 | 3 | 2 | 5 | -6
CCN(CC)CCNC(=O)C(=O)NCC1OCCN1S(=O)(=O)c1ccc([N+](=O)[O-])cc1 (stereo unspecified) | 13 | -10 | -5 | 4 | 1 | 20 | 5 | 4
COc1ccccc1C1/C(=C(/O)c2ccc(C)cc2)C(=O)C(=O)N1Cc1ccco1 (stereo unspecified) | -29 | -5 | -10 | -7 | 2 | 4 | -3 | -3
O=C(CN1CCC(NC(=O)C2CCCCC2)CC1)Nc1cccc(F)c1 | 7 | -6 | 1 | -6 | 2 | 17 | -16 | -11
CCOC(=O)c1[nH]nc(N)c1NC(=O)c1ccc(Cl)cc1Cl | 6 | -3 | 0 | -4 | 0 | 9 | 0 | 12
Cc1nnc(SCc2ccccc2)n1CC1CCCO1 (stereo unspecified) | -5 | -7 | -9 | -10 | 2 | 5 | -1 | 5
Nc1nnc(SCC(=O)c2cccc([N+](=O)[O-])c2)s1 | -6 | -10 | 4 | -1 | 2 | 10 | 9 | -8
CCc1ccc(-c2cc(C)no2)cc1S(=O)(=O)NCCc1ccccc1 | -4 | -2 | -2 | -8 | 1 | 3 | -5 | 20
COc1ccc(-c2cc3c(nn2)-c2ccccc2C3=O)cc1 | -20 | 1 | 96* | 99* | 4 | 43* | 97* | 77*
N#CC1(c2ccccc2)CCC(=O)N1Cc1ccccc1 (stereo unspecified) | 6 | -4 | -5 | -7 | 1 | 22 | 1 | -23
O=C(CCS(=O)(=O)c1ccc(Br)cc1)N1CCN(c2ccccc2Cl)CC1 | 6 | -7 | -2 | -8 | 0 | 15 | -16 | 8
Cc1ccc(OCc2nnc(SC(C)C(=O)O)n2Cc2ccccc2)cc1 (stereo unspecified) | -7 | -5 | -9 | -5 | 0 | 4 | 8 | 8
N#CCc1nn(-c2ccccc2)c2ncnc(N)c12 | 4 | -4 | 3 | -1 | 0 | 17 | 7 | -2
CCN(Cc1nc(-c2ccccc2)no1)C(=O)c1ccco1 | 6 | -6 | 6 | -2 | 1 | 2 | -20 | -2
Cn1cccc1Cc1nnc(SCC(N)=O)n1CCc1ccccc1 | 2 | -9 | 11 | 3 | -9 | -7 | -6 | -7
Cc1ccc2nc3c(nc2c1C)CCCC3 | -7 | -7 | -13 | -9 | 0 | -8 | -20 | 11

5 entries picked at random from those above, as already listed:
SMILES | UBC13 inh | APOBEC3G inh | SENP8 block-1 | SENP7 block | SENP1 inh | SENP8 block-2 | SENP6 block | Apaf-1 inh
CN(CC(=O)Nc1ccc(F)cc1)C(=O)Cn1cnc2ccc([N+](=O)[O-])cc2c1=O | -1 | -4 | 1 | 4 | -2 | 2 | -17 | -3
CCN(CC(=O)Nc1ccccc1OC)C(=O)CC1CCCC1 | 1 | -3 | 7 | -3 | 3 | 2 | 5 | -6
COC(=O)Cn1c(=O)c2c(n(Cc3ccccc3)c1=O)N/C(=C/c1ccc(OC)cc1)C2=O | 1 | -3 | -1 | 4 | -36 | -380 | -8 | 6
O=C(c1ccc2c(Cl)c3c(nc2c1)CCCC3)N1CCC(N2CCCCC2)CC1 | 13 | -1 | 0 | 6 | -2 | 8 | 7 | 18
CSC(C(=O)c1cc2ccccc2o1)c1ccccc1 (stereo unspecified) | 5 | 2 | 1 | 15 | -72 | -25 | -7 | 16

Other results
SMILES | UBC13 inh | APOBEC3G inh | SENP8 block-1 | SENP7 block | SENP1 inh | SENP8 block-2 | SENP6 block | Apaf-1 inh
COc1ccc(CN2CN(S(=O)(=O)c3cccs3)c3nc4ccccc4nc32)cc1 | -5 | -5 | 7 | -4 | 1 | -213 | 14 | 6
CC(C(=O)Nc1ccc(Cl)cc1)N(C)Cc1cccs1 (stereo unspecified) | -2 | -3 | -1 | 0 | 0 | 3 | 0 | 15
CCNc1nc(C)nc2c1oc1ccccc12 | 0 | -4 | -3 | 1 | 0 | 3 | -4 | -1
Cc1ccc(NC(=S)N(CCN(C)C)Cc2cccs2)c(C)c1 | -6 | 15 | -7 | -8 | 0 | 2 | -4 | -2
Cc1sc(C(=O)Nc2ccc3ccccc3c2)cc1CC(=O)O | 0 | -6 | 13 | 8 | 3 | -9 | 32 | -1
CCOC(=O)c1sc2ncnc(NCC(c3cccs3)N(C)C)c2c1C (stereo unspecified) | -17 | -3 | -6 | -7 | -18 | -112 | -3 | 32
CSc1cccc(NC(=O)N2CCc3ccc(NC(=O)c4ccccn4)cc3C2)c1 | -1 | -5 | 15 | 3 | -2 | -6 | 33 | 14
Cc1ccc(-n2nc(-c3ccc(OC(F)(F)F)cc3)cc2N)cc1C | 4 | -7 | -7 | -5 | 1 | 0 | -25 | 29
O=C(CNS(=O)(=O)c1ccc(Cl)cc1)NC1CCCCC1 | 1 | -8 | -3 | 2 | 3 | 14 | 2 | -1
CN(C)S(=O)(=O)c1cc(NC(=O)c2cc(=O)c3ccccc3o2)ccc1Cl | -5 | -7 | 4 | 3 | -5 | 6 | -12 | 19
C=CCNC(=O)/C(C#N)=C/c1c(N2CCN(c3cccc(Cl)c3)CC2)nc2c(C)cccn2c1=O | 4 | -3 | 2 | -1 | -28 | -271 | 5 | 24
Cn1c(C(=O)NCCCN2CCN(c3ccccc3F)CC2)cc2c(=O)[nH]c3ccccc3c21 | 13 | 1 | 0 | 4 | 1 | -11 | 13 | 21
COc1cc(OC)cc(C(=O)NCC(=O)OCC(=O)Nc2ncc(Cl)cc2Cl)c1 | -12 | -3 | -8 | -8 | -7 | -8 | 8 | 3
CC(=O)Nc1cccc(OCc2ccc(S(=O)(=O)Cc3ccccc3)cc2)c1 | 2 | -5 | 5 | 6 | 1 | 12 | -16 | -10
O=C(CCCCn1c(=O)c2ccccc2n(CC(=O)NC2CCCC2)c1=O)NC1CCCC1 | 8 | -5 | 4 | -7 | 2 | 8 | -11 | 0
CCOC(=O)N1CCN(C(=O)C2CCN(S(=O)(=O)c3ccc(NC(C)=O)cc3)CC2)CC1 | -2 | -4 | 6 | 6 | 2 | 22 | 14 | -5
COC(=O)N/N=C(\C)c1ccc(OC(F)F)cc1 | 12 | -8 | -12 | -1 | 3 | 10 | -14 | -3
